cardiac RTF act – increases calcium sensitivity of human cardiac regulated thin filaments | 340,000 tested, 0.24% active | activation, % at 7.2 µM | P19429+P45379 | IANBD-labeled TnC RTF fluorescence at EC20 calcium; 0% EC20 calcium, 100% full calcium;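 active = activation above the mean over all tested compounds plus 3 SD, cut at about 30% in these data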;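 note: rise in fluorescence read as greater calcium sensitivity of cardiac thin filaments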
Keap1-Nrf2 PPI – Keap1-Nrf2 (human) interaction inhibition; Q14145; Keap1 Kelch-Nrf2 peptide fluorescence polarization, 1536-well; inhibition, % at 9.4 µM; 340,000 tested, 0.15% active; AID 504523; in the data active = inhibition above about 12%;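 note: human Keap1 Kelch domain with fluorescein labeled Nrf2 9mer peptide probe; 0% = neutral control wells and 100% = peptide positive control; higher means more block of Keap1 binding to Nrf2 peptide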
Target sequence (Q14145 whole entry, looked up, the tested form may be a part): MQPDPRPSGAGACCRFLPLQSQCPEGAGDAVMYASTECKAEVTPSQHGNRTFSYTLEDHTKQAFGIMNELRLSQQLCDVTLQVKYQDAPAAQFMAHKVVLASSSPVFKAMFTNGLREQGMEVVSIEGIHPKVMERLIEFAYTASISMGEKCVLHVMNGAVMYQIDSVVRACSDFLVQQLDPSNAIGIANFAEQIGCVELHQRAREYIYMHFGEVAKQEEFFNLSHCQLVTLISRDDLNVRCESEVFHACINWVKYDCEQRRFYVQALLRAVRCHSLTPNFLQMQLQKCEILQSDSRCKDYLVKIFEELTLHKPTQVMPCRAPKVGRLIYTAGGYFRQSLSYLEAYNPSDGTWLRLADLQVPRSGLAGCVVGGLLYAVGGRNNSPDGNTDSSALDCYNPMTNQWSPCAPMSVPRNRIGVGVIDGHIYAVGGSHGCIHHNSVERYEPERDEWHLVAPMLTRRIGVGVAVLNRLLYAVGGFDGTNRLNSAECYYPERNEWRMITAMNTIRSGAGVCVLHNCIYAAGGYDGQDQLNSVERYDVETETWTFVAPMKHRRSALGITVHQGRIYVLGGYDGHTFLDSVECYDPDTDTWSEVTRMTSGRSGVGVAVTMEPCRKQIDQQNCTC
Rtt109 Vps75 – C. albicans Rtt109 histone acetyltransferase inhibition | Q5AAJ8 | purified Rtt109/Vps75, ThioGlo CoA-SH fluorescence, 4 h | inhibition, % at 34.9 µM | 330,000 tested, 0.16% active | AID 540336;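 active = inhibition of at least 50% in every replicate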
Target sequence (Q5AAJ8 whole entry, looked up): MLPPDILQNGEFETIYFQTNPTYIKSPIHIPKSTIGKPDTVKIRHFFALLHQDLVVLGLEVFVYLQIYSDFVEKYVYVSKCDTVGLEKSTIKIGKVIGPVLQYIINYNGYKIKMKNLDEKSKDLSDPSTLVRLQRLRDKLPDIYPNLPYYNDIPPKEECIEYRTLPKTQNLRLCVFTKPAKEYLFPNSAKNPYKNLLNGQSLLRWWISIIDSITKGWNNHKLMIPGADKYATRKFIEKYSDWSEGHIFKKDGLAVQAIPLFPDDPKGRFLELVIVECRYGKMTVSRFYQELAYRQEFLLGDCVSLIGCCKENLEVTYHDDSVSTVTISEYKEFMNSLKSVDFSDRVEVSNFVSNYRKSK
Cardiac RTF inh – cardiac RTF calcium desensitization; 340,000 tested, 0.12% active; IANBD-labeled cardiac RTF, Ca2+ fluorescence; P19429+P45379; inhibition, % at 7.15 µM;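 active = inhibition above the mean inhibition of all tested compounds plus 3 SD, cut at about 17% in these data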;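 note: assay run at fixed EC70 calcium of 1.6 mM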
CAL PDZ FP-1 – inhibitors of human CAL PDZ peptide binding. Q9HD26. purified CAL PDZ, TMR-peptide fluorescence polarization, 1 h. inhibition, % at 20 µM. 330,000 tested, 0.02% active. AID 504414;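 active = highest replicate inhibition of at least 40%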;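 note: plate controls were DMSO neutral control wells for no effect and unlabeled competitor peptide control wells for full effect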
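System: tagged CAL PDZ domain. Schedule: 1 h room-temperature incubation prior to read. Signal: fluorescence polarization (mP). Measure: percent inhibition from loss of millipolarization.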
PKA-R2B act – activates the human PKA-R2B holoenzyme complex. PKA-R2B holoenzyme dissociation, Cy5-IP20 fluorescence polarization; R2B truncated from residue 108, S112A mutant; 0% DMSO only, 100% 113 µM cGMP. P22694+P31323. 340,000 tested, 0.079% active. activation, % at 11.4 µM;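 active = activation above a cutoff set at the mean over all compounds plus 3 SD, cut at about 18% in these data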;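 note: higher means more holoenzyme dissociation and a rise in polarization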
SR-BI DiI-HDL act – enhances SR-BI lipid uptake from DiI-HDL; CHO ldlA[mSR-BI] cells, DiI-HDL uptake fluorescence, 3 h; 100 = double the neutral-control signal; activation, % at 12.5 µM; 320,000 tested, 0.096% active; AID 504775;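 active = mean replicate activation of at least 60% and every replicate at or above 60%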;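 note: 0% = median plate neutral-control signal and 100% = twice that signal; values of inactives mirror those of a sister screen read the other way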
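Assay system: CHO ldlA[mSR-BI] cells, LDL receptor-null, SR-BI overexpressing; medium: Ham's F12 with 0.5% BSA, HEPES 25 mM, pH 7.4; also added: DiI-HDL 10 µg/mL; timing: 3 h uptake period with compound, 37 °C; signal: DiI fluorescence, bottom read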
LANA DNA inh – KSHV C-LANA DNA binding inhibition; MBP-C-LANA/FAM-LBS DNA binding, fluorescence polarization; inhibition, % at 9 µM; 340,000 tested, 0.078% active; AID 504423;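 active = highest replicate inhibition at or above 60% at 9 µM, even if other replicates fall short; inactive = all replicates below 60% inhibition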;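 note: 0% = neutral control wells and 100% = 4 µM acridine orange control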
DAGLB inhibitor – blocks human DAGLB lipase activity; Q8NCG7; HEK293T DAGLB membrane lysate, EnzChek fluorogenic substrate; inhibition, % at 5.17 µM; 340,000 tested, 0.059% active; AID 504411; in the data active = inhibition above about 34%;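 note: 0% = enzyme with vehicle and 100% = wells lacking enzyme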
CAL PDZ FP-2 – blocks peptide binding to the human CAL PDZ domain; Q9HD26; 300,000 tested, 0.92% active; inhibition, % at 24.9 µM; purified CAL PDZ, TMR-peptide fluorescence polarization, 1 h; AID 602252;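 active = mean inhibition of at least 30% with at least half of replicates also reaching 30%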;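 note: 0% = DMSO neutral control and 100% = excess unlabeled competitor peptide PRC23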
Starred values were filed as active, the others as inactive; . = not tested or not shown.

SMILES	cardiac RTF act	Keap1-Nrf2 PPI	Rtt109 Vps75	Cardiac RTF inh	CAL PDZ FP-1	PKA-R2B act	SR-BI DiI-HDL act	LANA DNA inh	DAGLB inhibitor	CAL PDZ FP-2
CNC(=O)C1CC(=O)N(Cc2ccc3c(c2)OCO3)C(=Nc2ccc(F)cc2)S1 (stereo not given)	8	-5	-3	8	-0.3	0	17	-1.6	1	-3
Cc1ccc(CN2CCN(/N=C/c3ccc(C(F)(F)F)cc3)CC2)c(C)c1	-16	-4	-8	0	-1.3	-4	5	1.1	-3	-3
CCCN1CCN(CC(O)COC(c2ccc(OC)cc2)c2ccc(OC)cc2)CC1 (stereo not given)	-3	1	-2	1	0.7	-4	-31	5.5	-3	3
COc1cc(NC(=O)C2CC3CCC2C3)c(OC)cc1Cl (stereo not given)	4	-4	-20	-4	-0.1	9	-43	-1.4	-13	.
C=CCn1c(Br)nc2c1c(=O)n(C)c(=O)n2C	1	-3	-10	-6	-2.2	2	.	0.4	0	-3
O=C(Nc1cccc(S(=O)(=O)N2CCCC2)c1)c1ccco1	0	-5	7	-8	0.4	-5	4	-0.1	0	-3
COc1ccc(N2C(=O)C3C4c5ccccc5C(C=Nc5ccc(C)cc5C)(c5ccccc54)C3C2=O)cc1 (stereo not given)	0	2	7	-4	-2.1	3	-8	0.1	1	1
COCC(=O)Nc1nc2n(n1)C(c1ccccc1Cl)CC(c1ccc(OC)cc1)N2 (stereo not given)	-2	-1	-61	0	-1.3	-3	-8	1.2	0	-6
Cc1ccc(NC(=O)C(C)Sc2nnc(C)n2C2CC2)cc1S(=O)(=O)N1CCOCC1 (stereo not given)	18	-2	5	-7	0.3	-7	13	6.4	4	.
COc1ccc(NC(=O)CCC(=O)OCC(=O)c2ccc(Oc3ccc([N+](=O)[O-])cc3)cc2)cc1	-1	3	-3	3	-2.7	-10	-3	-0.4	2	-11
Cc1csc(=O)n1CC(=O)OCC(=O)Nc1ccc(C(N)=O)cc1	4	-1	-8	-9	-4.7	2	19	2.0	-2	1
C#CCN1C(=O)S/C(=C\c2ccc(N3CCOCC3)cc2C)C1=O	-11	2	-3	-14	0.5	-5	-34	6.1	-2	-4
COc1cc(NC(=O)c2cc(CC(C)C)on2)c(OC)cc1Cl	0	-4	1	0	-0.3	-6	-39	0.6	-24	1
O=[N+]([O-])c1cccc(NN=Nc2ccccc2)c1	-4	0	6	4	-2.0	-7	10	1.6	-5	-3
CCCOC(=O)c1c(NC(=O)c2cnn3c2NC(c2ccccc2)CC3C(F)(F)F)sc2c1CCCC2 (stereo not given)	1	-5	-11	-10	0.1	13	-6	2.9	-1	0
COc1cc(CCC(=O)Nc2ccc(S(=O)(=O)N3CCCC3)cc2)cc(OC)c1OC	0	-6	-3	5	-1.6	-1	-21	0.5	-1	-10
Cc1c(NS(=O)(=O)c2cccc(C(=O)OCC(=O)N(C)C3CCCCC3)c2)c(=O)n(-c2ccccc2)n1C	-2	-2	-3	-11	0.2	-2	4	-2.3	0	0
CC(C)(C)c1ccc(C(=O)NNC(=O)CCC(=O)Nc2ccccc2)cc1	5	2	-9	-4	0.0	-5	-12	0.2	0	1
CC(=O)Oc1ccc(C)cc1N1C(=O)c2ccc(C(=O)O)cc2C1=O	5	-5	-4	8	0.0	1	-7	-1.7	1	-2
COc1ccc(N2C(=O)CSC2c2ccc(F)c(F)c2)cc1 (stereo not given)	7	-2	-5	-8	-0.7	-4	-6	-0.6	-2	.
CCCCOc1ccc(Cc2c(O)nc(SC)[nH]c2=O)cc1	-3	-3	3	3	-0.4	-8	-1	-0.6	1	-2
CC1SCC(NC(=O)c2cccc(Cl)c2)CS1 (stereo not given)	-3	1	-11	4	0.9	-8	11	-0.5	-1	1
COc1ccc(N2C(=O)c3ccc(NC(C)=O)cc3C2=O)cc1	0	-2	-3	1	-3.1	5	20	-1.5	3	-4
CCOc1ccc(/C(O)=C2/C(=O)C(=O)N(CCN(CC)CC)C2c2cccs2)cc1 (stereo not given)	4	-3	0	-3	-0.2	-5	45	11	-4	.
CN(C)S(=O)(=O)N1CCC(Oc2ccc(C(=O)N3CCCCCCC3)cc2)CC1	0	1	8	-13	-1.8	1	-28	-1.7	3	-6

Ordered by molar mass (descending): part of the list above
SMILES	cardiac RTF act	Keap1-Nrf2 PPI	Rtt109 Vps75	Cardiac RTF inh	CAL PDZ FP-1	PKA-R2B act	SR-BI DiI-HDL act	LANA DNA inh	DAGLB inhibitor	CAL PDZ FP-2
Cc1c(NS(=O)(=O)c2cccc(C(=O)OCC(=O)N(C)C3CCCCC3)c2)c(=O)n(-c2ccccc2)n1C	-2	-2	-3	-11	0.2	-2	4	-2.3	0	0
CCCOC(=O)c1c(NC(=O)c2cnn3c2NC(c2ccccc2)CC3C(F)(F)F)sc2c1CCCC2 (stereo not given)	1	-5	-11	-10	0.1	13	-6	2.9	-1	0
COc1ccc(NC(=O)CCC(=O)OCC(=O)c2ccc(Oc3ccc([N+](=O)[O-])cc3)cc2)cc1	-1	3	-3	3	-2.7	-10	-3	-0.4	2	-11
Cc1ccc(NC(=O)C(C)Sc2nnc(C)n2C2CC2)cc1S(=O)(=O)N1CCOCC1 (stereo not given)	18	-2	5	-7	0.3	-7	13	6.4	4	.
COc1cc(CCC(=O)Nc2ccc(S(=O)(=O)N3CCCC3)cc2)cc(OC)c1OC	0	-6	-3	5	-1.6	-1	-21	0.5	-1	-10
CCCN1CCN(CC(O)COC(c2ccc(OC)cc2)c2ccc(OC)cc2)CC1 (stereo not given)	-3	1	-2	1	0.7	-4	-31	5.5	-3	3
CN(C)S(=O)(=O)N1CCC(Oc2ccc(C(=O)N3CCCCCCC3)cc2)CC1	0	1	8	-13	-1.8	1	-28	-1.7	3	-6
CNC(=O)C1CC(=O)N(Cc2ccc3c(c2)OCO3)C(=Nc2ccc(F)cc2)S1 (stereo not given)	8	-5	-3	8	-0.3	0	17	-1.6	1	-3
CC(C)(C)c1ccc(C(=O)NNC(=O)CCC(=O)Nc2ccccc2)cc1	5	2	-9	-4	0.0	-5	-12	0.2	0	1
Cc1csc(=O)n1CC(=O)OCC(=O)Nc1ccc(C(N)=O)cc1	4	-1	-8	-9	-4.7	2	19	2.0	-2	1
C#CCN1C(=O)S/C(=C\c2ccc(N3CCOCC3)cc2C)C1=O	-11	2	-3	-14	0.5	-5	-34	6.1	-2	-4
COc1cc(NC(=O)c2cc(CC(C)C)on2)c(OC)cc1Cl	0	-4	1	0	-0.3	-6	-39	0.6	-24	1
CCCCOc1ccc(Cc2c(O)nc(SC)[nH]c2=O)cc1	-3	-3	3	3	-0.4	-8	-1	-0.6	1	-2
COc1cc(NC(=O)C2CC3CCC2C3)c(OC)cc1Cl (stereo not given)	4	-4	-20	-4	-0.1	9	-43	-1.4	-13	.
CC1SCC(NC(=O)c2cccc(Cl)c2)CS1 (stereo not given)	-3	1	-11	4	0.9	-8	11	-0.5	-1	1
O=[N+]([O-])c1cccc(NN=Nc2ccccc2)c1	-4	0	6	4	-2.0	-7	10	1.6	-5	-3

The list continues:
SMILES	cardiac RTF act	Keap1-Nrf2 PPI	Rtt109 Vps75	Cardiac RTF inh	CAL PDZ FP-1	PKA-R2B act	SR-BI DiI-HDL act	LANA DNA inh	DAGLB inhibitor	CAL PDZ FP-2
Cn1c(N)c(S(=O)(=O)NCc2ccccc2)c(=O)n(C)c1=O	-2	-3	-8	-9	0.4	-12	4	-0.1	-3	-1
Cc1ccc(C)c(SCC(=O)OCC(=O)N2CC(C)OC(C)C2)c1 (stereo not given)	-1	2	-3	-5	-0.5	2	-5	-0.7	2	0
Cc1nn(-c2ccccc2)c2sc(C(=O)NC3CC3)cc12	0	-1	4	-1	-3.0	-2	-53	2.5	-2	11
CC(C)OCCCNC(=O)C1CCN(S(=O)(=O)N2CCCCC2)CC1	1	-3	-4	-7	0.0	9	4	0.1	4	-5
Cc1ccc(C(=O)NC2CCCCNC2=O)cc1C (stereo not given)	12	-2	6	-15	0.8	9	-6	-0.9	-1	0
CN(c1ccccc1)S(=O)(=O)c1ccc(C(=O)OCC(=O)NCc2ccco2)cc1	1	-2	-5	-2	-0.5	-13	18	0.0	2	.
COc1cc(C(=O)Nc2cccc(-c3nc4cc(C)ccc4o3)c2C)cc(OC)c1OC	0	-1	-10	2	-1.8	-1	-52	1.2	-2	-5
Cc1cccc(NC(=O)Nc2ccc([N+](=O)[O-])cc2)n1	-3	0	-4	1	-1.8	-12	5	-2.8	-2	0
CC(C)Cc1nnc(NC(=O)CC(=O)Nc2ccccc2C(=O)O)s1	11	-4	-6	-8	0.1	8	30	1.2	-1	-1
CCOc1ccc(N=CC2=C(O)CC(C)(C)CC2=O)cc1	-1	-8	2	4	-0.6	0	-24	0.8	2	-2
O=C(Cn1ncc2c([nH]c3ccccc32)c1=O)NCCc1ccc(Cl)cc1	0	-1	1	-1	-3.0	-13	-8	0.0	14	-2
CCOn1c(=O)c(-c2ccccc2)[n+]([O-])c2ccccc21	-3	-3	-16	5	-1.8	-3	19	-1.0	-3	-5
CCOC(=O)CN1N=C(/C=C/c2ccccc2)CCC1=O	6	2	23	-5	-3.2	-1	44	0.0	2	-1
Clc1ccc(CNC2CCCC2)c(Cl)c1	1	-5	-3	6	-0.1	-4	-7	-0.9	1	-11
Cc1cc(N2CCOCC2)nc2cc(O)ccc12	-3	-2	-202	-2	-1.0	6	2	0.0	-1	-1
Cc1nnc2c(N(C)S(=O)(=O)c3ccccc3)nc3ccccc3n12	0	-5	-13	1	-1.3	-6	17	0.5	1	2
Cc1c(-c2cc(C(=O)O)no2)cnn1C	1	4	4	-10	0.4	-3	6	-0.8	2	-4
